High-throughput results from PubChem BioAssay.
p53ts 32C tox = qHTS Screen for Compounds that Selectively Target Cancer Cells with p53 Mutations: Cytotoxicity of p53ts Cells at the Permissive Temperature; H1299-p53A138V at 32C, ATP luminescence viability, 24 h; 0.93% of 130,000 active; AID 924, 2007; Potency, µM (highest dose often 46.1 µM), for the others: top-dose activity change, negative = cytotoxicity, usual class: cytotoxic;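 further: 0% = DMSO and -100% = full killing by reference compound; nearly all actives have a fitted effect of over 55% in size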
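Cells: H1299 p53ts (A138V), 600/well, pre-incubated 16–30 h at 37C. Cpd up to 46 uM, 24 h, 32C. Readout: ATPlite luminescence, 20 min RT. Normalization: DMSO vs tamoxifen 100 uM. AC50 by Hill equation.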
p53ts 39C kill = qHTS Screen for Compounds that Selectively Target Cancer Cells with p53 Mutations: Cytotoxicity of p53ts Cells at the Nonpermissive Temperature. H1299-p53A138V viability at 39C, ATP luminescence, 24 h. Potency, µM (titrated, usually from 46.1 µM), without a hit: at the top dose activity change, negative = cell killing, usual class: cytotoxic. 1.5% of 130,000 active. AID 902, 2007; further: nearly all actives have a fitted effect of over 55% in size
Imprint erasure = qHTS Assay for Compounds that Induce Erasure of Genomic Imprints. Potency, µM (titrated, usually from 60.7 µM), inactives show at the highest dose activity change, positive = activation, actives largely listed as activators. 0.02% of 110,000 active. AID 1948, 2009. mouse ES Peg3-LacZ reporter, beta-gal luminescence, 40 h;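 further: 0% = negative control wells on the plate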
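Gelatin-coated wells received 300 freshly trypsinized female ES cells with a Peg3LacZ-Neo reporter on the maternal allele, then incubated 40 hours at 37C. BetaGlo was added for 5 minutes at room temperature before a single luminescence read.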
IkB signaling = IkB Signaling; ABC-DLBCL IkBa-CBG/CBR dual luciferase ratio, 4 h; response scale: scaled: untreated 0%, proteasome inhibitor 100%; Potency, µM (titrated, usually from 57.1 µM), inactives show top-dose IkBa stabilization activation; 0.04% of 110,000 active; active means well fitted curve in the direction sought with a large enough effect in the signal ratio, not every such curve was filed as active; inconclusive means small, poorly fitted or top-dose-only effect, or a change in a side signal; the % refers to the signal ratio;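 further: the direction sought is a rising ratio; 0% = basal untreated cells and 100% = reference inhibitor full response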
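Luminescence ratio of IκBα-fused green versus native red beetle luciferase in OCI-Ly3 cells, 4 h post-doxycycline with compound; red signal alone, scaled from basal (0%) to zero light (-100%), flagged nonspecific or cytotoxic effects.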
Starred values were filed as active, the others as inactive; ? = inconclusive; . = not tested or not shown; [ ] = dose if it differs, or a comment. Unless noted, the call rests on the fitted dose curve; in most records, active means well fitted curve in the direction sought with a large enough effect; inconclusive means small, poorly fitted or top-dose-only effect, or another doubt; inactive means no such curve, though single readings can be large; an effect the other way counts as inactive or inconclusive. Unless noted, on the % scale 0 is the no-effect control and ±100 the full control effect; potency means the concentration at half of the fitted maximal effect.

The line under a structure holds: p53ts 32C tox, p53ts 39C kill, Imprint erasure, IkB signaling
Oc1c(CN2CCc3ccccc3C2)cc(Cl)c2cccnc12
    13µM*, 4µM*, -31%[inhibitor], ?
CCCNC(=O)c1ccc(CN2CCc3ccccc3C2)cc1
    0%, -5%, ., .
CC(=O)c1ccc(N2CCN(c3ccc(NC(=O)c4cccs4)cc3C(=O)O)CC2)cc1
    12%, 35%[activator], -11%[10.9 µM], 0.5%
COc1ccccc1N1CCN(c2nc(-c3ccc(C)cc3)nc3ccccc23)CC1
    -2%, ?, -11%[10.9 µM], ?
CCOc1ccc(-n2c(Cc3cc(=O)[nH]c(=O)[nH]3)nnc2SCC(=O)NC2CCCC2)cc1
    5%, 5%, -5%, -0.5%
CCS(=O)(=O)N1CC(=O)N(c2cccc(Cl)c2)C(C)(C(=O)NC2CCCCCC2)C1 (stereo unspecified)
    5%, -6%, -11%[10.9 µM], 1.6%
COC(=O)C1=C(N)Oc2cc(C)n(CC3CCCO3)c(=O)c2C1c1ccccc1OC (stereo unspecified)
    8%, -5%, -4%, 0.3%
Cc1ccc(C(=O)NCCC(C)C)cc1NC(=O)c1nsc2ccccc12
    4%, -10%, -9%[10.9 µM], -0.3%
COc1ccc(C2=NNC(c3cccs3)=Nc3ccc(OC)cc32)cc1
    4%, -6%, ., .
O=[n+]1c2c(n([O-])c3cc(F)c(N4CCCC4)cc31)CCC2
    17%, 6%, -13%, -0.4%
Cc1nnc2n(C3CCCCC3)c(=O)c3c4c(sc3n12)CCC4
    -1%, -3%, 2%, 0.2%
c1ccc(Cn2ccnc2-c2ccco2)cc1
    -2%, -2%, -5%, 3.8%
CC(C)C(=O)NC(C)C(c1cccs1)N1CCN(c2ccccc2)CC1 (stereo unspecified)
    6%, -9%, -6%, -1.5%
CC(=O)Nc1cccc(NC(=O)Nc2ccc(C(C)=O)cc2)c1
    ?, ?, -8%, 4.9%
ClC(=Nc1cccc2ccccc12)N(c1ccccc1)c1ccccc1
    3%[9.22 µM], -9%[9.22 µM], -12%[10.9 µM], -0.2%[11.4 µM]
O=S(=O)(NC1CCCCC1)c1ccc(Br)cc1
    1%, 10%, -12%, 1.7%
CCOc1ccc(NC(=O)CSc2nc(-c3ccc(F)cc3)cc(C(F)(F)F)c2C#N)cc1
    12%, 35%[activator], 8%[10.9 µM], -2.2%
CC(CNC(=O)CCS(=O)(=O)c1ccc2c(c1)oc(=O)n2C)c1ccccc1 (stereo unspecified)
    3%, 13%, -5%[10.9 µM], ?
Cc1cc(C)nc(N2CCCC(C(=O)Nc3nc4ccc(S(C)(=O)=O)cc4s3)C2)n1 (stereo unspecified)
    -6%, -12%, -28%, ?
O=C(c1cccc2c1-c1ccccc1/C2=N/O)N1CCCCC1
    4%, 5%, -6%, ?
CCOC(=O)N1CCN(c2ncnc3c2oc2nc(C)c4c(c23)CC(C)(C)OC4)CC1
    -3%, 1%, -3%, -2.7%
C=CCOC(=O)C(C(C)=O)C(NC(=O)OC)c1cccc(C(F)(F)F)c1 (stereo unspecified)
    0%[9.22 µM], 2%[9.22 µM], ., .
COCc1[nH]nc2c1C(c1ccccc1OC)C(C#N)=C(N)O2 (stereo unspecified)
    12%, -8%, ., 7.3%
COc1ccccc1CNS(=O)(=O)c1ccc2[nH]cc(C(=O)O)c(=O)c2c1
    -10%, -20%, -2%, 0.0%
CC(C)N1C(=S)SC(C)(C)C1n1oc(=O)n(-c2ccc(Cl)c(Cl)c2)c1=O (stereo unspecified)
    -1%, 2%, ., .
CC(O)[C@H](NC(=O)C1(c2ccccc2)CCN(C(=O)OC(C)(C)C)CC1)C(=O)O (stereo partly specified)
    9%, 6%, 4%, -0.1%
CC1CCCCN1CCNc1nc(=S)[nH]c2ccccc12 (stereo unspecified)
    -11%, -9%, -18%, 1.9%
CC1CCC(C(=O)NC(C(=O)N2CCC(N3CCCCC3)CC2)C(C)C)CC1 (stereo unspecified)
    -6%, -12%, -7%, 0.2%
C=CCC1C=CC(Oc2ccc(F)cc2C)C(CO)O1 (stereo unspecified)
    2%[9.22 µM], 2%[9.22 µM], ., .
CC(C)(C)OC(=O)N1CCC(C(=O)N[C@H](Cc2ccccc2)C(=O)O)CC1
    2%, 1%, -9%, 2.1%
CCCc1ccc(-c2ccc(F)c(N)c2)nc1
    4µM*, 7.9µM*, -92%[inhibitor], ?
CC(=O)Nc1ccc(NC(=O)Oc2ccccc2)cc1
    -3%, -7%, -8%, -0.6%
CCOc1ccccc1NC(=O)CSc1nc(-c2cccs2)cc(C(F)(F)F)n1
    -5%, -3%, -10%[10.9 µM], ?
CCn1c(SCC(=O)NCc2ccc(C)cc2)nnc1-c1ccncc1
    -17%, -7%, 0%, 0.7%
O=C(Nc1ccccc1)N1CC[C@@]2(CCCN(C(=O)c3csnn3)C2)C1
    -5%, 7%, ., -0.2%[11.4 µM]
OCc1nn2c(c1Br)NC(c1ccccc1)CC2C(F)(F)F (stereo unspecified)
    -1%, 4%, -8%, 0.6%
O=C(Cc1cccs1)Nc1nc2c(s1)CCCC2
    ?, ?, -28%, ?
COc1ccc(N(CC(=O)NC2CCCCC2)C(=O)CNC(=O)c2ccco2)c(OC)c1
    -7%, 16%, ., .
COc1ccc(C)cc1S(=O)(=O)N(CC(=O)O)c1ccccc1
    0%, 1%, -5%, -0.2%
COc1ccc(NC(=O)C2CCCN2S(=O)(=O)c2ccc3nc(-c4ccccc4)[nH]c3c2)cc1 (stereo unspecified)
    -3%, ?, -13%[10.9 µM], ?
CCNC(=O)C1CCCN1S(=O)(=O)c1ccc(C)cc1 (stereo unspecified)
    -4%, -4%, ., .
Cc1cc(Br)c(S(=O)(=O)NCCN2CCOCC2)cc1C
    -1%, 8%, -14%, 3.1%
Cc1ccc(S(=O)(=O)Cn2nnnc2C(C(C)C)N2CCN(c3nc4ccccc4s3)CC2)cc1 (stereo unspecified)
    13%, -6%, ., .
CCOc1ccc2nc(NCCNC(=O)CC)c(C#N)cc2c1
    2%, 2%, -4%, 1.0%
N#Cc1c(N)nc2c(c1-c1ccccc1)CCCC2
    4%, -2%, ., .
COc1ccccc1NC(=O)N1CCCC1C(=O)NCc1ccccc1F (stereo unspecified)
    2%, 16%, -8%, 0.0%
CCOc1ccc(NC(=O)C2CCN(C(=O)N3CC(C)Oc4ccc(Cl)cc43)CC2)cc1 (stereo unspecified)
    19%, 12%, -6%[10.9 µM], -1.4%
Nc1ccc2oc(-c3cccc(Br)c3)nc2c1
    ?, ?, -63%[inhibitor], -4.8%
CCc1cc2cc(C(=O)Nc3ccc(C)cc3)sc2s1
    2%, 4%, ., .
COc1cc(-c2nc3ccc(Cl)cn3c2Nc2ccc3c(c2)OCO3)ccc1O
    -24%, ?, 8%[10.9 µM], ?
CCN(CC)C(=O)CSCC(=O)Nc1ccccc1
    -3%, 5%, -2%, ?
Cc1nn(C)cc1CN(C)C(=O)c1nn2c(c1Cl)NC(c1cccs1)CC2C(F)(F)F (stereo unspecified)
    -6%, 1%, -15%, 0.6%
Cc1cc(=O)[nH]c2cc3oc4ccccc4c3cc12
    4%[9.22 µM], 4%[9.22 µM], 1%[10.9 µM], -3.1%[11.4 µM]
COc1ccccc1CNC(=O)CN1N=C(c2ccccc2)CCC1=O
    1%, -27%, -11%[10.9 µM], 1.5%
O=C(c1ccc2c(c1)OCO2)N1CCN(c2ccccc2F)CC1
    1%, 12%, -14%, 0.0%
COC(=O)c1cccc(NC(=O)Cn2cnc3ccccc3c2=O)c1
    0%, -15%, -6%, 0.3%
CCOC(=O)c1ccc(NC(=O)CCc2nc(-c3ccc(C)cc3)no2)cc1
    -5%, -8%, -20%, 12%
C[C@H]1CC(C)(C)C[C@@](OCCN2CCCCC2)(c2ccccc2)C1
    -5%[9.22 µM], -4%[9.22 µM], -11%[10.9 µM], -1.9%[11.4 µM]
CCOc1cc(C(=S)N2CCN(C)CC2)ccc1OCC(=O)N1CCOCC1
    8%, 8%, -4%, -2.8%
COC(=O)c1cc(NC(=O)c2ccoc2C)cc(C(=O)OC)c1
    -7%, 0%, 5%, -0.7%

Limited to IkB signaling and Imprint erasure, for 2 of the compounds above:
SMILES	IkB signaling	Imprint erasure
COC(=O)c1cccc(NC(=O)Cn2cnc3ccccc3c2=O)c1	0.3%	-6%
CCOc1ccc2nc(NCCNC(=O)CC)c(C#N)cc2c1	1.0%	-4%

Six entries from above, ordered by their value in Imprint erasure, smallest number first.
compound | Imprint erasure
O=C(Cc1cccs1)Nc1nc2c(s1)CCCC2 | -28%
CCOC(=O)c1ccc(NC(=O)CCc2nc(-c3ccc(C)cc3)no2)cc1 | -20%
O=C(c1ccc2c(c1)OCO2)N1CCN(c2ccccc2F)CC1 | -14%
CC(=O)Nc1ccc(NC(=O)Oc2ccccc2)cc1 | -8%
COc1ccc(C)cc1S(=O)(=O)N(CC(=O)O)c1ccccc1 | -5%
COC(=O)c1cc(NC(=O)c2ccoc2C)cc(C(=O)OC)c1 | 5%

(list continues)
The line under a structure holds: p53ts 32C tox, p53ts 39C kill, Imprint erasure, IkB signaling
CC(=O)c1cccc(Nc2ncnc3c2cnn3-c2cccc(Cl)c2)c1
    -5%, -9%, ?, ?
Nc1nonc1C(=Nc1ccccc1)NO
    2%, 10%, -13%, 2.0%
Cc1ccc(C2C(C#N)=C(N)Oc3n[nH]c(C)c32)cc1 (stereo unspecified)
    -3%, 4%, ., 0.3%
CC(C(=O)Nc1ccc(S(=O)(=O)N2CCOCC2)cc1)N(c1ccccc1)S(C)(=O)=O (stereo unspecified)
    14%, -12%, 7%, 2.1%
COc1ccc(C(=O)OC2CCN(C)CC2)cc1
    -15%, 0%, ., .
COc1ccc(Br)cc1CC1C(=O)Nc2ccccc21 (stereo unspecified)
    9%, 10%, -16%[10.9 µM], ?
COCCn1nnnc1C(C(C)C)N1CCOCC1 (stereo unspecified)
    5%, 4%, -3%, -0.4%
Nn1cnnc1SCC(=O)Nc1ccc(C2CCCCC2)cc1
    ?, ?, -9%, 3.6%
COc1cc2c(cc1OC)C(c1ccc3c(c1)OCO3)CC(=O)N2 (stereo unspecified)
    -1%, -6%, -17%, -0.5%
CC(C)NC(=O)CSc1cn(CC(=O)N2CCCCCC2)c2ccccc12
    1%, -3%, -15%[10.9 µM], ?
CCOc1cc(C2C(C#N)=C(N)Oc3n[nH]c(-c4ccccc4)c32)ccc1O (stereo unspecified)
    24%, -17%, 3%, -2.3%
Cc1ccc(CNC(=O)C2CCCN(c3nc4ccccc4n4cccc34)C2)cc1 (stereo unspecified)
    12%, ?, -4%[10.9 µM], ?
COc1cc2c(cc1OC)C1C(=O)c3ccc4c(c3OC1CO2)C=CC(C)(C)O4 (stereo unspecified)
    23%, ?, -23%, .
Cc1ccc(CNC(=O)c2sc3nc4n(c(=O)c3c2C)CCCC4)cc1
    -20%, -22%, -9%[10.9 µM], ?
Cc1ccccc1C(=O)N1CCCN(C(=O)c2ccccc2C)CC1
    1%, 12%, -9%, -4.8%
O=C(CN1CCN(Cc2ccccc2Cl)CC1)N/N=C/C=C/c1ccccc1[N+](=O)[O-]
    -1%, -21%, ., .
C#CCN(C)Cc1ccccc1
    6%[20.6 µM], 4%[20.6 µM], -9%, 1.9%[25.6 µM]
Cc1ccc(Nc2nnc(-c3ccc(C)c(S(=O)(=O)NCc4nc5ccccc5[nH]4)c3)c3ccccc23)cc1
    18%, 1%, -13%[10.9 µM], 36%
O=C(O)Cc1ccc2[nH]c3ccc(CC(=O)O)cc3c2c1
    -3%, 0%, -1%, -4.8%
N=C(N)SCCSC(=N)N
    0%[9.22 µM], 2%[9.22 µM], -12%[10.9 µM], -0.2%[11.4 µM]
O=CN1CCN(C2CC(=O)N(c3ccc(Br)cc3)C2=O)CC1 (stereo unspecified)
    5%, 6%, ., 6.2%

Hits appear at their usual frequency; overall some 1.7% were active at least once.
